CXXC DNA block: qHTS Fluorescence Polarization Assay for Inhibitors of MLL CXXC domain - DNA interaction | MLL-CXXC / FITC-HOXA9 DNA fluorescence polarization | Potency, µM (highest dose often 115 µM), for inactives: at the top dose activity change, negative = inhibition, most hits filed as inhibitors | AID 2662, 2010 | 0.037% of 290,000 active; active means well fitted inhibition curve with a large enough effect in the polarisation, with a control signal flat, not every such curve was filed as active; inconclusive means small, poorly fitted or top-dose-only effect, or effect the other way, or a change in a side signal; inactive means no such curve, though single readings can be large or run the other way; the % refers to the polarisation; further: potency means the concentration at half of the fitted maximal effect
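Steps: dispense CXXC domain solution (7 uM) → pin compounds or unlabeled HOX-A9 DNA control → 5 min ambient → add FLSN-HOX-A9 solution (50 nM) → spin → 30 min ambient → fluorescence polarization. Tris pH 7.5/NaCl/DTT/BSA buffer.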
BRCA1 expr act: qHTS Assay to Identify Small Molecule Activators of BRCA1 Expression; MCF7-BRCA1-FFLuc reporter, luminescence, 48 h; response scale: scaled: vehicle 0%, 10 µM genistein 100%; Potency, µM (top dose mostly 46.1 µM), for inactives: at the top dose activation, usual class: activators; 1.1% of 380,000 active; further: potency means the concentration at half of the fitted maximal effect; nearly all actives have a fitted effect of over 80% in size; some results filed as inactive show a strong effect at the top dose
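MCF7 cells carrying a BRCA1-firefly luciferase reporter (2000 cells/well, phenol-red free MEM) were attached for 2 h at 37 °C, then given compounds for 48 h. Luminescence was read 15 min after luciferase reagent; activity normalized to genistein (10 microM) and DMSO.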
p53 reactivator: qHTS assay for re-activators of p53 using a Luc reporter; H1299 p53-A138V BP100-luciferase reporter, luminescence, 24 h; Potency, µM (highest dose often 92.2 µM), without a hit: at the highest dose activity change, positive = activation, usual class: activators; 0.063% of 320,000 active; AID 504706, 2011; further: potency means the concentration at half of the fitted maximal effect; % of control where 0% means no effect; nearly all actives have a fitted effect of over 45% in size
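H1299 (p53-null), stable ts p53-A138V + BP100-Luc; 1000 cells/well, Opti-MEM/10% FBS; cpd 4 pt, 1:5; 24 h, 37 deg C, 5% CO2; detection reagent 10 min RT; luminescence.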
PTAP TSG101 blk: qHTS Assay for Iinhibitors of HIV-1 Budding by Blocking the Interaction of PTAP/TSG101; Tumor susceptibility gene 101 protein (Homo sapiens), Q99816; Fluorescence polarization, FITC-PTAP peptide / Tsg101 binding; Potency, µM (doses to about 115 µM), without a hit: at the top dose activity change, negative = inhibition, usual class: inhibitors; 340,000 tested, under 10 active; active means well fitted inhibition curve with a large enough effect in the main read-out, with a control signal flat, not every such curve was filed as active; inconclusive means small, poorly fitted or top-dose-only effect, or effect the other way, or a change in a side signal; inactive means no such curve, though single readings can be large or run the other way; further: potency means the concentration at half of the fitted maximal effect; % of control where 0% means no effect
Target sequence (Q99816 whole entry, looked up): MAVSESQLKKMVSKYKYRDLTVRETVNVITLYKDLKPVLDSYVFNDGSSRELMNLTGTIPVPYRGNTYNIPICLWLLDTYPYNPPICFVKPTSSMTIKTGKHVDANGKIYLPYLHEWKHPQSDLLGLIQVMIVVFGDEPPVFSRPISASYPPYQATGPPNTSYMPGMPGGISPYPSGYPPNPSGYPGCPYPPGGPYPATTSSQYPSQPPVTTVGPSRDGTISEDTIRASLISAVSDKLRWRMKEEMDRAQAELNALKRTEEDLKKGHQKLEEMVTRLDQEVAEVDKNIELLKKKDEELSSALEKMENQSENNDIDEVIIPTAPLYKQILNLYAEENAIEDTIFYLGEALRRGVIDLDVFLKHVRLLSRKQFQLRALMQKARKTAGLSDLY
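Steps: Tsg101 binding domain dispensed (10 uM final), compounds pinned in DMSO, FITC-labeled PTAP-motif peptide added (50 nM final); after 20 min binding at room temperature, polarization measured.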
B2AR arrestin: qHTS assay of beta-arrestin-biased ligands of beta2-adrenergic receptor; AID 492947, 2010; Potency, µM (titrated, usually from 46.1 µM), inactives show at the top dose activation, usual class: activators; beta-arrestin recruitment to beta2AR, cell-based reporter; 0.02% of 330,000 active; Beta-2 adrenergic receptor (Homo sapiens), P07550;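 further: potency means the concentration at half of the fitted maximal effect; 0% = DMSO controls and full agonism = EC100 isoproterenol or metaproterenol; nearly all actives have a fitted effect of over 65% in size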
Target sequence (P07550 whole entry, looked up): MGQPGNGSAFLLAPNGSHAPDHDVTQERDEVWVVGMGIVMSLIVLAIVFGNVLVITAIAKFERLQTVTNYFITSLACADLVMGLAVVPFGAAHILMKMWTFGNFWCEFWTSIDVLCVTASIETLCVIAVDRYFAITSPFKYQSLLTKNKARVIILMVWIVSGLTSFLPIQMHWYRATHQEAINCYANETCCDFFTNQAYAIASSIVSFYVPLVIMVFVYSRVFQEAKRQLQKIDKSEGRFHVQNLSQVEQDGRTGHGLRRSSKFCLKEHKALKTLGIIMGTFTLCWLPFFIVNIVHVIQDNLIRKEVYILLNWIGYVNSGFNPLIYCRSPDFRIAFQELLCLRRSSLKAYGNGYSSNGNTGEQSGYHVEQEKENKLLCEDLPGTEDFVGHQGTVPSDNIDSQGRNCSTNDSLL
TCR activator: Activators of T cell receptors: qHTS campaign. primary human leukocytes, anti-CD3, IL-2 HTRF, 48 h. Potency, µM (highest dose often 9.22 µM), for inactives: at the top dose activation of IL-2 secretion, hits mostly activators. 330,000 tested, under 10 active; further: % of control where 0% means no effect
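Readout: HTRF IL-2, Eu-cryptate/d2 antibody pair, 320nm excitation, 665nm emission. Stimulus: a-CD3 beads, no co-stimulation. Cells: primary human leukocytes. Exposure: 48 hr with compound.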
Integrin act MD: qHTS for Activators of Integrin-Mediated Alleviation for Muscular Dystrophy | alpha7betagal myoblasts, beta-gal FDG fluorescence, 48 h | 0.064% of 350,000 active | Potency, µM (series often up to 38.3 µM), inactives show top-dose activation, hits mostly activators;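 further: potency means the concentration at half of the fitted maximal effect; 100% = response of the positive control SU9516; nearly all actives have a fitted effect of over 60% in size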
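Alpha7betagal+/- myoblasts (passage 13) were plated 16-24 hr, then exposed to compounds (1:260 dilution of DMSO stock) for 48 hours at 37C. After MPER lysis, β-galactosidase reporter activity was read as FDG fluorescence (ex 480/em 540) after 30 minutes.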
A-T KAP1 phos: qHTS Assay for Identifying a Potential Treatment of Ataxia-Telangiectasia; […] A-T fibroblasts, KAP-1 phosphorylation AlphaLISA; neocarzinostatin DNA damage 30 min before lysis; Potency, µM (top dose mostly 57.5 µM), for inactives: top-dose activation, hits mostly activators; 0.19% of 320,000 active; AID 485349, 2010; further: potency means the concentration at half of the fitted maximal effect; % of control where 0% means no effect; nearly all actives have a fitted effect of over 45% in size
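hTERT-immortalized A-T patient fibroblasts ([…]), 500 cells/well in OPTI-MEM, 1% FBS, got compounds for 60 min, then NCS for 30 min at 37C. Lysates were then assayed for phospho-KAP-1 by AlphaLISA (anti-pKAP1 donor, anti-KAP1 acceptor beads), 6 hr at 25C.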
TRPV1 ag: HTS Assay for Compounds that Act as Agonists of the Vanilloid Receptor 1; Transient receptor potential cation channel subfamily V member 1 (Homo sapiens), Q8NER1; TRPV1-expressing cells, Fluo-8 calcium influx, agonist mode; 0.19% of 320,000 active; activation, % at 8.33 µM; in the data active means activation above about 80%; inconclusive means between about 30% and that limit; further: 0% is about no effect
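TRPV1-expressing cells were cultured overnight at 35.5C and loaded with Fluo-8 calcium dye for 40 to 90 min at room temperature. After a 10 s baseline, compound was added and calcium influx was read kinetically for 3 min (ex 480/em 520 nm).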
ELG1 repair inh: qHTS screen for small molecules that inhibit ELG1-dependent DNA repair in human embryonic kidney (HEK293T) cells expressing luciferase-tagged ELG1 | Potency, µM (top dose mostly 46.1 µM), inactives show top-dose activity change, negative = inhibition, most hits filed as inhibitors | 2.3% of 330,000 active | HEK293T ELG1-luciferase reporter, luminescence, 16 h; DNA damage induced by 5-fluorouridine | AID 504467, 2011; further: potency means the concentration at half of the fitted maximal effect; on the % scale 0 is the no-effect control and ±100 the full control effect; nearly all actives have a fitted effect of over 55% in size
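DMSO vehicle served as the neutral condition. Each well held 2,000 cells given 5-fluorouridine plus compound; after 16 hr at 37 °C/5% CO2, ONE-Glo was added and luciferase measured 30 min later.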
An asterisk follows results filed as active; & = joins results of further samples; [ ] = remark or other dose. Unless noted, the call rests on the fitted dose curve; in most records, active means well fitted curve in the direction sought with a large enough effect; inconclusive means small, poorly fitted or top-dose-only effect, or another doubt; inactive means no such curve, though single readings can be large; an effect the other way counts as inactive or inconclusive. Random draw from the library; about 3.8% have a hit in one of these screens.

For Cc1ccccc1N(C(=O)c1ccccn1)C(C(=O)NCc1ccccc1)c1cccnc1 (centres undefined) the results were CXXC DNA block 8%, BRCA1 expr act -15%, p53 reactivator -4%, PTAP TSG101 blk -2%, B2AR arrestin -1.5%, TCR activator 1%, Integrin act MD -12%, A-T KAP1 phos 0%, TRPV1 ag -1 and ELG1 repair inh -2%.
Cc1ccc(Nc2ncccc2C(N)=O)cc1 was read as CXXC DNA block 6%, BRCA1 expr act 102%, p53 reactivator inconclusive, PTAP TSG101 blk -12%, B2AR arrestin -0.3%, TCR activator -32%, Integrin act MD -7%, A-T KAP1 phos 7%, TRPV1 ag -1 and ELG1 repair inh inconclusive.
`O=[N+]([O-])c1cc([N+](=O)[O-])c(Oc2ccccc2F)cc1NN1CCCCC1` gave CXXC DNA block 4%, BRCA1 expr act 0%, p53 reactivator 10%, PTAP TSG101 blk -8%, B2AR arrestin -0.8%, TCR activator 9%, Integrin act MD 0%, A-T KAP1 phos -2%, TRPV1 ag inconclusive and ELG1 repair inh -5%.
Cc1nc(N2CCC3(CC2)OCCO3)c2nnn(Cc3ccccc3F)c2n1 was read as CXXC DNA block -10%, BRCA1 expr act -10%, p53 reactivator inconclusive, PTAP TSG101 blk -5%, B2AR arrestin -1.2%, TCR activator -1%, Integrin act MD -11%, TRPV1 ag 0 and ELG1 repair inh inconclusive.
Cc1cc(C)n2ncc(C(=O)NCCc3ccccc3)c2n1 was read as CXXC DNA block 5%, BRCA1 expr act 41%, PTAP TSG101 blk -4%, TCR activator -6%, Integrin act MD 3% and TRPV1 ag -1.
Screening CCN1CCN(C(c2cccs2)C(C)NC(=O)c2c(F)cccc2F)CC1 (centres undefined) returned CXXC DNA block 11%, BRCA1 expr act -11%, p53 reactivator 2%, PTAP TSG101 blk -2%, B2AR arrestin -1.0%, TCR activator 0%, Integrin act MD 0%, A-T KAP1 phos 2%, TRPV1 ag -2 and ELG1 repair inh 2%.
`CN1CCN(Cc2nc3c(c(=O)[nH]c(=O)n3C)n2CCc2ccccc2)CC1` gave CXXC DNA block -10%, BRCA1 expr act -1%, p53 reactivator 4%, PTAP TSG101 blk 1%, B2AR arrestin -0.4%, TCR activator 0%[46.1 µM], Integrin act MD 15%, A-T KAP1 phos -1%, TRPV1 ag 3 and ELG1 repair inh 2%.
Screening CC1CC1C(=O)Nc1nc(-c2ccccc2)cs1 (centres undefined) returned CXXC DNA block -1%, BRCA1 expr act 31%, p53 reactivator 7%, PTAP TSG101 blk -1%, B2AR arrestin -0.1%, TCR activator 4%, Integrin act MD -35%, A-T KAP1 phos 0%, TRPV1 ag inconclusive and ELG1 repair inh inconclusive.
For CC(=O)CSc1nnc2cc(C)c3ccccc3n12 the results were CXXC DNA block -8%, BRCA1 expr act -12%, p53 reactivator -3%, PTAP TSG101 blk -1%, B2AR arrestin 0.1%, TCR activator 0%, Integrin act MD -19%, A-T KAP1 phos -5%, TRPV1 ag 1 and ELG1 repair inh inconclusive.
Screening Cc1ccc(NC(=O)Cc2nnc(SCC(=O)Nc3ccc(N4CCOCC4)cc3)n2C)cc1 returned CXXC DNA block 11%, BRCA1 expr act 0%, p53 reactivator 4%, PTAP TSG101 blk -3%, B2AR arrestin 4.3%, TCR activator 0%, Integrin act MD -9%, A-T KAP1 phos 9%, TRPV1 ag -5 and ELG1 repair inh 10%.
`CC(C)NC(=O)CCCOc1ccc(Cl)cc1Cl` gave CXXC DNA block -10%, BRCA1 expr act 21%, p53 reactivator 3%, PTAP TSG101 blk -8%, B2AR arrestin -0.6%, TCR activator -3%, Integrin act MD -4%, A-T KAP1 phos -4%, TRPV1 ag 3 and ELG1 repair inh inconclusive.
Screening Cc1ccc(S(=O)(=O)N2CCCCC2)cc1NC(=O)c1cc(F)c(F)c(F)c1F returned BRCA1 expr act -44%, p53 reactivator -4%, PTAP TSG101 blk -3%, B2AR arrestin -0.7%, TCR activator 6%[46.1 µM], Integrin act MD -28%, A-T KAP1 phos -9% and ELG1 repair inh 5%.
Screening O=C(Nc1ccccc1)C(O)C(O)C(=O)Nc1ccccc1 (centres undefined) returned CXXC DNA block 9%, BRCA1 expr act 7%, p53 reactivator -6%, PTAP TSG101 blk -1%, B2AR arrestin -0.4%, TCR activator 2%, Integrin act MD 7%, A-T KAP1 phos -28%, TRPV1 ag 1 and ELG1 repair inh -9%.
COc1ccccc1CNS(=O)(=O)c1ccc(S(=O)(=O)NC2CC2)cc1 was read as CXXC DNA block -3%, BRCA1 expr act 2%, p53 reactivator 1%, PTAP TSG101 blk -2%, B2AR arrestin -0.2%, TCR activator 1%, Integrin act MD 0%, A-T KAP1 phos -2%, TRPV1 ag 4 and ELG1 repair inh 0%.
For COc1ccccc1NC(=O)CSc1nnc(Cc2cccn2C)n1CCc1ccccc1 the results were CXXC DNA block 10%, BRCA1 expr act -4%, p53 reactivator -15%, PTAP TSG101 blk -6%, B2AR arrestin 0.2%, TCR activator -7%, Integrin act MD -16%, A-T KAP1 phos -1%, TRPV1 ag 12 and ELG1 repair inh inconclusive.
Cn1ccnc1C(O)c1cccc(OCc2ccccc2)c1 (centres undefined) was read as CXXC DNA block 14%, BRCA1 expr act 19%, p53 reactivator -141%[inhibitor], PTAP TSG101 blk -4%, B2AR arrestin 4.8%, Integrin act MD 30%, A-T KAP1 phos 11%, TRPV1 ag 4 and ELG1 repair inh 2%.
`CS(=O)(=O)Oc1ccc2c(c1)O/C(=C\c1cccc([N+](=O)[O-])c1)C2=O` gave CXXC DNA block 3%, BRCA1 expr act -5%, p53 reactivator 5%, PTAP TSG101 blk -4%, B2AR arrestin 5.4%, TCR activator -6%, Integrin act MD 4%, A-T KAP1 phos -4%, TRPV1 ag inconclusive and ELG1 repair inh 18µM*.
Screening COc1ccccc1CNC(=O)CCCc1nnc2n(C)c(=O)c3sccc3n12 returned CXXC DNA block 10%, BRCA1 expr act -9%, p53 reactivator -4%, PTAP TSG101 blk -10%, B2AR arrestin -0.3%, TCR activator -2%, Integrin act MD 18%, A-T KAP1 phos 15%, TRPV1 ag -5 and ELG1 repair inh 1%.
`Cc1ccc2c(c1)N(C(=O)CCC(=O)N1CCN(c3ccccn3)CC1)CC(C)O2` (centres undefined) gave BRCA1 expr act 0%, PTAP TSG101 blk -4%, B2AR arrestin -0.3%, TCR activator 10%, Integrin act MD 5%, A-T KAP1 phos 4%, TRPV1 ag 0 and ELG1 repair inh -4%.
O=Cc1ccc(Oc2nc(Cl)ncc2F)cc1 was read as CXXC DNA block 0%, BRCA1 expr act -21%, PTAP TSG101 blk -3%, B2AR arrestin 0.4%, TCR activator 5%, Integrin act MD -51%[inhibitor], A-T KAP1 phos -16%, TRPV1 ag -3 and ELG1 repair inh -5%.
Screening Cc1ccc(/C(N)=N/OC(=O)COc2ccc(Cl)c(C)c2)cc1 returned CXXC DNA block 10%, BRCA1 expr act -3%, p53 reactivator 1%, PTAP TSG101 blk 0%, B2AR arrestin 1.7%, TCR activator -6%[46.1 µM], Integrin act MD 21%, A-T KAP1 phos 4%, TRPV1 ag 3 and ELG1 repair inh 1%.
For CCCCSCCCNC(=O)c1cn(CC)c2ccc(S(=O)(=O)N3CCOCC3)cc2c1=O the results were CXXC DNA block 4%, BRCA1 expr act -2%&-18%, p53 reactivator -5%, PTAP TSG101 blk -8%, B2AR arrestin -0.3%, TCR activator 0%, Integrin act MD -5%, A-T KAP1 phos 4%, TRPV1 ag 26 and ELG1 repair inh inconclusive.
`Cc1ccc(-c2nnc(CSc3nnc(COc4ccccc4)n3-c3ccccc3)o2)cc1` gave CXXC DNA block 2%, BRCA1 expr act -24%, p53 reactivator 1%, PTAP TSG101 blk 0%, B2AR arrestin -0.4%, TCR activator 3%, Integrin act MD -24%, A-T KAP1 phos 4%, TRPV1 ag 26 and ELG1 repair inh inconclusive.
Cc1ccc(C2=N/C(=C\c3c(C)nn(-c4ccccc4)c3N3CCCC3)C(=O)O2)cc1 was read as CXXC DNA block 2%, BRCA1 expr act 2%, p53 reactivator 1%, PTAP TSG101 blk -8%, B2AR arrestin -0.6%, TCR activator 1%[46.1 µM], Integrin act MD -6%, A-T KAP1 phos 5%, TRPV1 ag 0 and ELG1 repair inh 2%.
